PPARg SRC3 recr = PPARgamma agonists recruiting SRC-3 coactivator, primary screen, biochemical; Peroxisome proliferator-activated receptor gamma (Homo sapiens), P37231; biochemical PPARgamma/SRC-3 coactivator recruitment assay; activation, % at 8 µM; 200,000 compounds, 0.26% hits; in the data active = activation above about 23%;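 also: 0% = DMSO and 100% = reference agonist; some compounds past the cut are filed as inactive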
Target sequence (P37231 whole entry, looked up): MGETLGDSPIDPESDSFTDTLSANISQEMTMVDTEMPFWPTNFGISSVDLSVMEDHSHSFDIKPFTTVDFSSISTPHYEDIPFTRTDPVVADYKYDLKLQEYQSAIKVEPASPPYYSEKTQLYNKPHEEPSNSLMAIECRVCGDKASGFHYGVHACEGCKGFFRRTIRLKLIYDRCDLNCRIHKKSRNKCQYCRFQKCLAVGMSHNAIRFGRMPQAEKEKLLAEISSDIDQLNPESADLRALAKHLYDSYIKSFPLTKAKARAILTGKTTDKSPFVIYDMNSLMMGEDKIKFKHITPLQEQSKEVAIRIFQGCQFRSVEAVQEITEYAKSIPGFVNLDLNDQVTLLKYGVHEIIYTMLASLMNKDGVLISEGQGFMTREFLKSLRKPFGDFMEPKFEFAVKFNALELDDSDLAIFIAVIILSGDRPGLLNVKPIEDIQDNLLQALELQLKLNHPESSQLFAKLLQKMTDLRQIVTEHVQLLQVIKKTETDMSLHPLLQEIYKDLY
Diaphorase inh = diaphorase inhibitors and chemical oxidizers, primary screen, counter-screen for diaphorase-coupled primary assays, biochemical, uHTS, resorufin fluorescence | diaphorase resazurin-to-resorufin fluorescence, NADH, 16 min; bacterial (C. kluyveri) enzyme, not human | inhibition, % at 20 µM | 190,000 compounds, 0.69% hits | AID 1217, 2008;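 active = primary screen inhibition at 20 µM above a set limit, cut at about 50% in these data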;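 also: plate controls were DMSO with full reaction for no effect and wells lacking NADH for full effect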
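System: Bacterial diaphorase enzyme (C. kluyveri) | Incubation: 16-min room-temperature incubation before reading | Benchmarks: No-NADH positive control and DMSO neutral control | Measured by: Resorufin fluorescence 544/590 nm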
TR-FRET SRC-2 ct = TR-FRET signal artefacts, primary screen, artefact control for PPARgamma SRC-2 agonist project, biochemical | TR-FRET artefact counter-screen; hits give high values | TR-FRET ratio at 8 µM | 200,000 compounds, 0.4% hits | AID 1049, 2008; in the data active = TR-FRET ratio above about 2000; also: inactives centre near 1500
ROMK primary = ROMK potassium channel modulators, primary screen, cell-based, thallium flux, MLSMR library | ATP-sensitive inward rectifier potassium channel 1 (Homo sapiens), P48048 | Tet-inducible ROMK, thallium flux fluorescence; actives lie on both sides | B-score at 10 µM | 130,000 compounds, 2% hits;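 active = signal ratio slope over the read window, or its plate-corrected B-score, at least 3 SD from the plate mean, either direction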;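 also: B-score of the F/F0 ratio slope over 7 to 12 s after thallium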
PMI act = activators of human PMI, primary screen, biochemical, fluorescence intensity, near-Km mannose 6-phosphate; Mannose-6-phosphate isomerase (Homo sapiens), P34949; purified human PMI, coupled resazurin fluorescence, 20 min; hits give high values; 1 = vehicle control, 0 substrate-free wells; activation factor at 20 µM; 190,000 compounds, 0.005% hits; AID 1214, 2008;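 active = activation factor of 2 or more at 20 µM, relative to plate controls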
Target sequence (P34949 whole entry, looked up): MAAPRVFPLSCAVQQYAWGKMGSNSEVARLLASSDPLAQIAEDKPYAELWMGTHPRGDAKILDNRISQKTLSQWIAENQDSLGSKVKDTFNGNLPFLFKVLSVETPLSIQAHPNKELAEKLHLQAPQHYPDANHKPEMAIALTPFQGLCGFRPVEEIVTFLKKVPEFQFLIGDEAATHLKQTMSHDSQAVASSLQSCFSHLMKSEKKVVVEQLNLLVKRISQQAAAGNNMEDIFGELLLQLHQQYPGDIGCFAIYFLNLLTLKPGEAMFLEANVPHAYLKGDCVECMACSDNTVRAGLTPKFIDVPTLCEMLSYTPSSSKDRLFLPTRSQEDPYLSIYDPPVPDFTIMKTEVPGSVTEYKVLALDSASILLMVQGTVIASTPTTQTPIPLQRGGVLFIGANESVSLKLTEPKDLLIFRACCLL
PMI act satM6P = human PMI activators, high substrate, primary screen, biochemical, fluorescence intensity, near-saturating mannose 6-phosphate | Mannose-6-phosphate isomerase (Homo sapiens), P34949 | coupled PMI enzyme assay, resazurin fluorescence, 20 min; hits give high values; 1 = untreated enzyme, 0 = substrate-free blank | activation factor at 20 µM | 190,000 compounds, 0.34% hits;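 active = activation factor of 2 or more at 20 µM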
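Test system – human PMI in coupled enzyme assay · Timing – 20 min incubation at room temperature · Detection – Diaphorase-driven resazurin-to-resorufin fluorescence, excitation 544, emission 590 nm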
Diaph act CS = compounds boosting diaphorase resazurin reduction – biochemical, uHTS, resorufin fluorescence, counter-screen for diaphorase-coupled primary assays, primary screen. Diaphorase/resazurin coupled assay, 16 min; hits give high values; 1 = vehicle wells, 0 = NADH-free wells. activation factor at 20 µM. 190,000 compounds, 0.005% hits. AID 1229, 2008;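 active = diaphorase activity raised at least twofold by the compound at 20 µM; inactive = activation factor below 2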
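Material: Clostridium kluyveri diaphorase, purified enzyme; Quantity: enzyme 0.07 U/mL final; Medium: HEPES pH 7.4 buffer with MgCl2 and Tween 20; Dosing: single compound dose of 20 µM, 1% DMSO final; Schedule: 16 min reaction at room temperature; Measured by: red resorufin fluorescence at 544/590 nm excitation/emission.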
PPARg SRC2 recr = agonists of PPARg-SRC-2 recruitment, primary screen, biochemical, HTS. Peroxisome proliferator-activated receptor gamma (Homo sapiens), P37231. PPARgamma LBD-SRC-2 recruitment. activation, % at 8 µM. 200,000 compounds, 0.34% hits. AID 1032, 2008; in the data active = activation above about 22%;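 also: 0% = vehicle and 100% = reference agonist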
PPARg SRC-1 ag = PPARgamma agonists recruiting SRC-1 coactivator, primary screen, biochemical; Peroxisome proliferator-activated receptor gamma (Homo sapiens), P37231; PPARgamma-SRC-1 coactivator recruitment biochemical assay; activation, % at 8 µM; 200,000 compounds, 0.41% hits; in the data active = activation above about 19%;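 also: 0% = DMSO and 100% = reference agonist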
G6PDH counter = L. mesenteroides G6PDH inhibitors, counter-screen for G6PDH-coupled screening assays, biochemical, Leuconostoc mesenteroides enzyme; AID 1020, 2008; 200,000 compounds, 0.12% hits; inhibition, % at 5 µM; glucose-6-phosphate dehydrogenase [Leuconostoc mesenteroides]; Purified L. mesenteroides G6PDH, diaphorase/resazurin coupled fluorescence, 45 min; in the data active = inhibition above about 50%
S1P3 antag = S1P3 receptor antagonists, primary screen, cell-based | inhibition, % at 4.98 µM | Sphingosine 1-phosphate receptor 3 (Homo sapiens), Q99500 | AID 485, 2006 | 170,000 compounds, 0.27% hits | CHO S1P3 NFAT-BLA reporter, FRET fluorescence, antagonist mode;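 active = inhibition above the plate cutoff, the mean inhibition of test wells on that plate plus 3 SD, cut at about 28% in these data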;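 also: cells challenged with S1P at its EC80 of 0.8 µM; blue over green emission ratio from cleaved BLA substrate after 4 h stimulation; 0% = S1P-stimulated wells and 100% = unstimulated DMSO-only wells; some compounds past the cut are filed as inactive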
* = called active by the depositor; . = no result given.

SMILES	PPARg SRC3 recr	Diaphorase inh	TR-FRET SRC-2 ct	ROMK primary	PMI act	PMI act satM6P	Diaph act CS	PPARg SRC2 recr	PPARg SRC-1 ag	G6PDH counter	S1P3 antag
O=C(CNC1CCCC1)Nc1ccc(N2CCCCCC2)cc1	6	0	1860	0.24	0.9	0.7	1	8	20*	4	-28
CCc1c(C)nc(SCC(=O)c2ccc(C)c(C)c2)[nH]c1=O	-8	8	1482	0.2	1	1	0.9	5	0	-4	-7
O=C(O)CCCC(=O)Nc1cccc([N+](=O)[O-])c1	0	-9	1518	0.029	1.2	1.1	1.1	-2	2	1	9
CC(C)CN(CC(C)C)C(=O)Cc1coc2ccc3ccccc3c12	-11	16	1535	-0.87	0.9	1	0.8	3	1	3	.
CC(OC(=O)c1ccccc1O)C(=O)Nc1cccc(Cl)c1 (centres undefined)	-1	0	1714	1.7	1	1	1	-4	-2	7	8
Brc1ccc(Oc2ncc(CN3CCOCC3)s2)cc1	-7	9	1387	.	1	0.9	0.9	-3	-5	4	.
COC(=O)c1cc2ccccc2c(-c2c(O)ccc3ccccc23)c1O	-7	35	1424	0.0058	0.7	0.8	0.7	-4	-4	7	-11
CN(CCc1ccccn1)S(=O)(=O)c1ccc(F)cc1	19	20	1511	.	0.9	1	0.8	13	7	1	-10
Nc1nc2nc(SCC(=O)N3CCCc4ccccc43)[nH]c2c(=O)[nH]1	0	1	1304	.	1.1	1.1	1	-6	-4	3	-2
CN1C(=O)CSc2ccc(NC(=O)Nc3ccccn3)cc21	-4	4	1418	0.3	1.1	1	1	-5	3	8	-15
Cc1nn(-c2ccccc2)c(N)c1C(O)(CC(=O)C(F)(F)F)C(F)(F)F (centres undefined)	5	6	1750	-0.38	0.9	0.9	0.9	10	5	2	1
COC(=O)C1C2C=CC3(CN(Cc4cccs4)C(=O)C13)O2 (centres undefined)	10	-12	1442	.	1.1	1.1	1.1	13	3	9	-21
COc1cccc(C(=O)/C=C/c2ccc(SC)cc2)c1	12	19	1601	.	0.8	0.8	0.8	6	1	4	.
Cc1ccc(-n2nc(C(=O)O)c3ccccc3c2=O)cc1C	2	12	1556	-0.25	1	1	0.9	6	0	12	.
CCc1ccc(N(C(=O)c2ccco2)C(C(=O)NC2CCCC2)c2ccco2)cc1 (centres undefined)	-10	.	1486	0.23	.	.	.	-4	2	.	.
C/C(=N\NC(=O)c1ccccc1)c1ccc(C)c([N+](=O)[O-])c1	5	13	1554	.	0.9	1	0.9	8	3	-5	3
CCn1nc(C(=O)Nc2ccc(C)c(C)c2)c(Cl)c1Cl	8	16	1443	0.35	0.8	0.8	0.8	11	5	8	.
CCOc1ccc(C(C)C)cc1S(=O)(=O)n1nc(C)cc1C	3	10	1576	-0.53	0.9	1	0.9	1	-5	0	21
Cc1ccc2sc(C)[n+](CCC(C)S(=O)(=O)[O-])c2c1 (centres undefined)	0	11	1546	.	1	1.1	0.9	5	-2	-7	3
CC(=O)c1cccc(NC(=O)CN(C)S(=O)(=O)c2ccccc2)c1	6	11	1567	0.28	1	1	0.9	6	4	-2	12
CC1CC2c3cccc(C(=O)O)c3C(=O)N2c2ccc(Cl)cc21 (centres undefined)	-2	8	1516	-0.43	1	1.1	0.9	-1	11	0	-17
Cc1cccc(N2C(=O)C(O)=C(C(=O)c3cccs3)C2c2ccc(F)cc2)n1 (centres undefined)	5	17	1741	-0.24	0.9	0.9	0.8	10	2	4	-11
CN(Cc1ccccc1)CC(O)COc1ccc(CNCCOc2cccnc2)cc1 (centres undefined)	7	-15	1683	-0.67	1	1	1.2	5	7	12	-14
CC1(C)CN(c2ccsc2C(=O)O)C1=O	-2	-13	1580	1.5	1.1	1.1	1.1	1	7	2	-12
COCCN(CCOC)CC(O)COC(c1ccccc1)c1ccccc1 (centres undefined)	5	11	1613	0.36	1	0.8	0.9	2	-3	0	-12
(more compounds)
SMILES	PPARg SRC3 recr	Diaphorase inh	TR-FRET SRC-2 ct	ROMK primary	PMI act	PMI act satM6P	Diaph act CS	PPARg SRC2 recr	PPARg SRC-1 ag	G6PDH counter	S1P3 antag
CCN(CC)C(=O)C1CCCN(c2ccc([N+](=O)[O-])cc2/C=N/NC(=O)c2cccc([N+](=O)[O-])c2)C1 (centres undefined)	8	13	1589	.	0.8	1	0.9	1	-1	3	.
O=C(COc1ccc(S(=O)(=O)N2CCCC2)cc1Cl)NC1CC1	0	2	1326	0.4	1	1	1	0	0	-14	-2
COc1cc(NC(=O)c2ccccc2)c(OC)cc1NC(=O)CN1CCOCC1	-10	14	1401	0.14	1	0.9	0.9	-10	0	3	2
O=C(CNC(=S)N(Cc1ccccc1Cl)C1CCCC1)NCCN1CCOCC1	6	-11	1618	0.072	1.1	1.1	1.1	8	9	9	2
COCCCn1c(SCC(=O)N2CC(=O)Nc3ccccc32)nnc1-c1ccoc1C	-12	16	1430	.	1.1	1	0.8	-7	3	9	-9
Cc1cc(=O)n2nc(N3CCC(C(=O)NC4CCCc5ccccc54)CC3)sc2n1 (centres undefined)	-3	3	1560	.	1	1	1	5	-3	-1	1
O=c1c2c3c(sc2nc2n1CCCC2)CCCCC3	9	19	1548	0.58	0.9	0.9	0.8	1	9	1	.
COc1cc(CNCCc2ccc(S(N)(=O)=O)cc2)ccc1OCC(=O)NC1CCCCC1	3	6	1543	0.25	0.9	0.9	0.9	5	-4	4	.
Cc1cc2cc3c(cc2nc1SCC(=O)Nc1c(C)cccc1C)CCC3	-2	7	1700	.	1.1	1	0.9	5	8	13	.
CCc1ccc(-n2c(O)cnc2Nc2nc(C)cc(C)n2)cc1	.	14	.	.	1	1	0.9	.	.	-5	9
O=C(Cc1sc(Nc2ccccc2)nc1-c1ccccc1)NCc1ccccc1	6	14	1713	.	0.8	0.9	0.9	6	8	-5	-28
CS(=O)(=O)N(CC(=O)Nc1ccccc1)Cc1ccc(Cl)cc1	-9	15	1351	-0.67	0.9	1	0.8	5	-2	3	.
Cc1ccc(N2C(=O)c3ccc(C(=O)N4CCN(c5ccc(C)c(C)c5)CC4)cc3C2=O)cc1	6	11	1494	-0.55	0.9	1	0.9	0	8	-5	-7
COc1ccc(C(C)=O)cc1COC(=O)c1c(C)noc1C	11	-3	1499	.	1.2	1.1	1	4	3	7	-13
O=C(NCC1CCCCC1)C12CN(Cc3ccccc3)CC1C(c1cccc([N+](=O)[O-])c1)=NO2 (centres undefined)	-6	10	1621	.	0.8	0.8	0.9	-6	-10	-5	.
C/C(N)=C(/C#N)C(=O)CSc1nnc(Nc2cccc(C)c2)s1	-4	11	1630	.	1.1	1	0.9	3	2	-3	21
CCn1c(=O)c(=O)[nH]c2cc(C(=O)N3CCN(Cc4ccc5c(c4)OCO5)CC3)ccc21	-3	7	1581	-0.56	1	0.9	0.9	-2	1	7	2
CC(=N\Nc1ccccc1)/C(=N/O)C(=O)Nc1ccccc1	11	13	1565	.	1	1	0.9	4	1	3	.
COc1cccc(NC(=S)N(Cc2ccc(C)cc2)Cc2ccccn2)c1	-1	3	1703	0.092	1	1	1	0	2	1	-17
CC1(C)CC(=O)c2cc(OCC(=O)N3CCCCCC3)ccc2O1	-9	-3	1515	.	1	1	1	-1	3	0	.
Cc1cc(C)n2nc(C(=O)N3CCN(Cc4ccc5c(c4)OCO5)CC3)nc2n1	-2	0	1542	0.84	1	1	1	-15	4	-7	-12
Oc1cccc(C(O)CNCc2ccc(-c3ccccc3)cc2)c1 (centres undefined)	0	11	1661	-0.78	1	1	0.9	0	-6	8	-9
O=C(COc1cccc2cccnc12)N/N=C1\SCC(=O)N1Cc1ccccc1	-7	10	1439	-0.0028	0.9	1	0.9	-2	-1	-8	.
COc1ccc(OC)c(NC(=S)NCCCN2CCOCC2)c1	6	0	1829	.	1	0.9	1	0	0	4	-11
O=C(N/C(=C/c1cccnc1)C(=O)N1CCOCC1)c1ccco1	6	6	1458	-0.46	1	1	0.9	-7	-4	-3	-11

Two records drawn at random from the list so far:
SMILES	PPARg SRC3 recr	Diaphorase inh	TR-FRET SRC-2 ct	ROMK primary	PMI act	PMI act satM6P	Diaph act CS	PPARg SRC2 recr	PPARg SRC-1 ag	G6PDH counter	S1P3 antag
O=C(COc1cccc2cccnc12)N/N=C1\SCC(=O)N1Cc1ccccc1	-7	10	1439	-0.0028	0.9	1	0.9	-2	-1	-8	.
COc1ccc(OC)c(NC(=S)NCCCN2CCOCC2)c1	6	0	1829	.	1	0.9	1	0	0	4	-11

The results go on:
SMILES	PPARg SRC3 recr	Diaphorase inh	TR-FRET SRC-2 ct	ROMK primary	PMI act	PMI act satM6P	Diaph act CS	PPARg SRC2 recr	PPARg SRC-1 ag	G6PDH counter	S1P3 antag
Cc1c(-n2c(-c3ccccc3)nc3ccccc3c2=O)c(=O)n(-c2ccccc2)n1C	-1	4	1537	-0.017	0.9	0.9	1	-1	0	1	-16
CS(=O)(=O)c1ccc(C(=O)NC2CCOC2=O)cc1 (centres undefined)	0	11	1533	.	1	0.9	0.9	4	2	7	.
Cc1ccc(-n2ncc3c(SCc4cccc(C)c4)ncnc32)cc1	1	12	1512	.	0.9	1	0.9	-4	-7	-13	-8
CCN(CC)C(=O)c1ccc(-c2ccccc2)cc1	-5	-4	1571	-0.9	1	1	1	-7	1	0	10
O=S(=O)(c1ccccc1)c1nc(NCc2cccnc2)sc1Cl	-1	-11	1636	-0.56	1.1	1.1	1.1	-1	1	9	-9
Cc1ccc(-n2c(Cc3cccn3C)nnc2SCC(=O)Nc2cc(C)on2)cc1	1	14	1581	.	1.1	1.1	0.9	8	5	7	-10
COc1ccc(-n2c(Cc3cccn3C)nnc2SCC(=O)Nc2cccc(Cl)c2)cc1	5	22	1536	.	0.9	0.9	0.8	1	1	-14	8
O=C1CN(C(=O)CSc2nc3ccccc3c(=O)n2CC2CCCO2)c2ccccc2N1 (centres undefined)	3	21	1576	0.42	0.9	0.9	0.8	-5	1	2	-12
